USP1 inh – blocks the human USP1/UAF1 deubiquitinase complex; AID 743255; Potency, µM (top dose mostly 57.1 µM), inactives show at the highest dose activity change, negative = inhibition, most hits filed as inhibitors; actives 0.23% (n = 390,000); O94782; recombinant USP1/UAF1, Ub-Rhodamine cleavage fluorescence; further: potency means the concentration at half of the fitted maximal effect; on the % scale 0 is the no-effect control and ±100 the full control effect; nearly all actives have a fitted effect of over 60% in size; inactives centre near -12
Target sequence (O94782 whole entry, looked up): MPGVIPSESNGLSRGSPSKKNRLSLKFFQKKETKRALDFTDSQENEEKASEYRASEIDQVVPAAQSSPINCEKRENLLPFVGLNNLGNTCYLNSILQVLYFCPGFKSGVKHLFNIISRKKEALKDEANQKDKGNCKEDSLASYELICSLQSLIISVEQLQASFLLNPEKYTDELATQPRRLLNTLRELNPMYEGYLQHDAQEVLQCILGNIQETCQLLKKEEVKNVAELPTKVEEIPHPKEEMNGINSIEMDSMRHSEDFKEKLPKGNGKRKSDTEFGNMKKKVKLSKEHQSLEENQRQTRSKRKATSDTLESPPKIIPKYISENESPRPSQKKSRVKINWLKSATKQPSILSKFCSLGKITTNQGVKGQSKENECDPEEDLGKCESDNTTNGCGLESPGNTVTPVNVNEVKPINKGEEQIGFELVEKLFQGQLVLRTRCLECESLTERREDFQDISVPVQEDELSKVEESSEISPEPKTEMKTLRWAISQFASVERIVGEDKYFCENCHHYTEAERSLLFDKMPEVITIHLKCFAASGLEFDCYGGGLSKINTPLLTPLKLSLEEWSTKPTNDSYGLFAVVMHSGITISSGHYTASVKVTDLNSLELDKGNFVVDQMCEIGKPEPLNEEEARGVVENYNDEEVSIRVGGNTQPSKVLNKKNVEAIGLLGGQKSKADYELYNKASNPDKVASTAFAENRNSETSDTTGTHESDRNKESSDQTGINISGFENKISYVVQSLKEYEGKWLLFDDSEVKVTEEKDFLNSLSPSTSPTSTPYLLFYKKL
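USP1/UAF1 complex (1 nM) preincubated 15 min at room temperature with compound, then Ub-Rho substrate (150 nM final) added. Kinetic fluorescence at 480/540 nm over 6 reads at 60 s intervals; 50 mM HEPES pH 7.8, 0.5 mM EDTA, 0.1 mg/ml BSA, 1 mM TCEP, 0.01% Tween-20.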
RGS4 inhibitor – inhibitors of human regulator of G protein signaling 4 | Potency, µM (series often up to 114 µM), for inactives: at the highest dose activity change, negative = inhibition, usual class: inhibitors | P49798 | Transcreener GDP fluorescence polarization, RGS4-accelerated GTP hydrolysis | actives 0.039% (n = 390,000); further: potency means the concentration at half of the fitted maximal effect; on the % scale 0 is the no-effect control and ±100 the full control effect; nearly all actives have a fitted effect of over 75% in size; some results filed as inactive show a strong effect at the top dose
Target sequence (P49798 whole entry, looked up): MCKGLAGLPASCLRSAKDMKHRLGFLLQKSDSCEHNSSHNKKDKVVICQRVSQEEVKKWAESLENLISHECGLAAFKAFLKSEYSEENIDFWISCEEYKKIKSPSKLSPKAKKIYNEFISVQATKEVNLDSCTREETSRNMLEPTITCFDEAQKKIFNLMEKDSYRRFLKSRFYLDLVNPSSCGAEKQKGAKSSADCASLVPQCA
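MLSMR compounds (23 nl, pin-transferred) preincubated 10 min at room temperature with a 500nM (2x) first reagent, then RGS4 at 900nM (2x) plus Transcreener GDP mix added; fluorescence polarization (620/688 nm) read before and after 90 min at 30 °C.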
mIDH1 inhibitor – human IDH1 R132H inhibition; actives 0.093% (n = 390,000); IDH1-R132H enzyme, NADPH consumption, diaphorase/resazurin fluorescence; O75874; Potency, µM (doses to about 76.6 µM), inactives show at the highest dose activity change, negative = inhibition, hits mostly inhibitors; further: potency means the concentration at half of the fitted maximal effect; on the % scale 0 is the no-effect control and ±100 the full control effect; nearly all actives have a fitted effect of over 65% in size
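IDH1-R132H (0.5 ug/mL) preincubated 30 min with compound, then NADPH (0.016 mM) and alpha-KG (2 mM) added; 80 min at RT, pH 7.5. Remaining NADPH coupled via diaphorase/resazurin to fluorescence (540/590 nm); concentration-response curves normalized to no-enzyme control.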
Glioma ERSR ind – ER stress response induction in glioma. U87-MG GRP78 promoter luciferase reporter, 16 h. Potency, µM, for inactives: at the top dose activation, usual class: activators. actives 0.02% (n = 420,000); further: potency means the concentration at half of the fitted maximal effect; series mostly up to about 76 µM; % of control where 0% means no effect; nearly all actives have a fitted effect of over 35% in size
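Stably transfected U87-MG human glioma cells carrying a GRP78-based luminescent sensor were seeded at 1000 cells/well, pin-dosed with compounds and incubated 16 h. Luciferase reagent was then added, and end-point luminescence was read after 10 min at room temperature.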
TrxR1 inh – inhibitors of rat thioredoxin reductase 1; O89049; actives 1% (n = 390,000); Potency, µM (series often up to 114 µM), without a hit: top-dose activity change, negative = inhibition, usual class: inhibitors; recombinant rTrxR1, NADPH fluorescence consumption, selenite substrate; further: potency means the concentration at half of the fitted maximal effect; on the % scale 0 is the no-effect control and ±100 the full control effect; nearly all actives have a fitted effect of over 65% in size
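Rat TrxR1 (90 nM in the dispensed reagent) was pre-reduced with 400 uM NADPH for 5 min at room temperature, then incubated with compound for 15 min. After 400 uM selenite was added, NADPH fluorescence (Ex 340/Em 450 nm) was followed for 8 min.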
Vif-APOBEC3F blk – Vif-A3F binding inhibition | Potency, µM (doses to about 46.1 µM), for inactives: at the top dose activity, negative = active | AID 602313 | HeLa A3F-eYFP + Vif (tagged APOBEC3F with the HIV-1 protein that degrades it), YFP fluorescence increase | actives 0.2% (n = 390,000); further: potency means the concentration at half of the fitted maximal effect; % of control where 0% means no effect; nearly all actives have a fitted effect of over 65% in size
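HeLa cells stably expressing Vif plus C-terminally eYFP-tagged A3F were seeded, incubated overnight at 37 deg C, dosed with compound, incubated overnight again at 37 deg C. Yellow fluorescence (Ex 488/Em 500-530) reported blocked Vif-mediated A3F-eYFP degradation.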
LDHA inh – LDHA (human) enzyme inhibition; purified LDHA, NADH/diaphorase-resazurin fluorescence; hits give low values; activity change, % (values are at about 110 or 230 µM); actives 0.15% (n = 480,000); AID 1347041; in the data active means activity change below about -30%; inconclusive means mostly about -25% to -30%;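 further: plate controls were DMSO wells for no effect and wells without enzyme for full effect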
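Remaining NADH was detected by diaphorase (0.133 mg/mL) converting 37 µM resazurin to fluorescent resorufin, read at 0 and 20 minutes. The preceding 5-minute room-temperature reaction used 2 nM LDHA, 0.2 mM sodium pyruvate and 0.06 mM NADH at pH 7.4.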
Vif-APOBEC3G blk – blocks the Vif interaction with human APOBEC3G | AID 602310 | actives 0.076% (n = 410,000) | HeLa A3G-eYFP + Vif (tagged APOBEC3G with the HIV-1 protein that degrades it), YFP fluorescence, overnight | Potency, µM (doses to about 46.1 µM), inactives show top-dose activity, negative = active, usual class: inhibitors;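 further: potency means the concentration at half of the fitted maximal effect; on the % scale 0 is the no-effect control and ±100 the full control effect; nearly all actives have a fitted effect of over 60% in size; hits raise eYFP signal because A3G escapes Vif-driven loss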
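HeLa cells stably expressing Vif and C-terminally eYFP-tagged A3G, seeded overnight at 37 deg C, then exposed to compound by pintool overnight at 37 deg C. Rise in yellow fluorescence (Ex 488/Em 500-530, Acumen) marks blocked Vif-driven A3G degradation.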
TrxR1 substrate – substrates of rat thioredoxin reductase 1; actives 0.01% (n = 390,000); AID 588456; Potency, µM (top dose mostly 114 µM), for the others: at the highest dose activity change, negative = substrate turnover; purified TrxR1 substrate turnover, NADPH consumption readout; further: potency means the concentration at half of the fitted maximal effect; on the % scale 0 is the no-effect control and ±100 the full control effect; nearly all actives have a fitted effect of over 50% in size
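Rat TrxR1, dispensed at 90 nM, was prereduced with 400 uM NADPH (final) for 5 min at ~22 deg C, then incubated with compound 15 min before 400 uM selenite. A first-read NADPH fluorescence drop versus no-compound background flagged substrates.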
The depositor's hits bear a star; ? = inconclusive; . = no result given; [ ] = remark or other dose. Unless noted, the call rests on the fitted dose curve; in most records, active means well fitted curve in the direction sought with a large enough effect; inconclusive means small, poorly fitted or top-dose-only effect, or another doubt; inactive means no such curve, though single readings can be large; an effect the other way counts as inactive or inconclusive.

SMILES	USP1 inh	RGS4 inhibitor	mIDH1 inhibitor	Glioma ERSR ind	TrxR1 inh	Vif-APOBEC3F blk	LDHA inh	Vif-APOBEC3G blk	TrxR1 substrate
COc1ccc(C2/C(=C(/O)c3ccc(Cl)cc3)C(=O)C(=O)N2CCN2CCOCC2)c(OC)c1 (stereo not given)	-3%	4%	5%	-1%	-27%	2%	10	-5%	-12%
Cc1ccc(C2(C)NC(=O)N(CC(=O)NC(=O)NC(C)(C)C)C2=O)cc1 (stereo not given)	-16%	-18%	1%	-5%	8%[57.1 µM]	17%	-3	0%	-7%[57.1 µM]
COc1cccc(NC(=O)CSc2nc(-c3ccccc3Cl)nc3c2Cc2c(CO)cnc(C)c2O3)c1	-9%	8%	6%	-5%	-20%	-2%	3	4%	1%
O=C(NCCN1CCOCC1)c1ccccc1OCc1ccccc1	-16%	-39%	6%	-4%	18%[57.1 µM]	3%	1	-1%	10%[57.1 µM]
COc1ccc(CN(C)CCCn2ccc(NC(=O)OCc3ccccc3)nc2=O)cc1OC	-21%	.	-6%	-1%	.	-1%	-2	3%	.
COc1cc2[nH]c(=O)n(Cc3ccc(C(=O)NC4CCN(Cc5ccccc5)CC4)cc3)c(=O)c2cc1OC	-2%	21%	-8%	-3%	12%	-9%	-7	1%	-2%
COC(=O)CC1C(=O)NCCN1C(=S)NC(=O)c1sc2ccccc2c1Cl (stereo not given)	-10%	13%[11.4 µM]	3%	5%	?	-12%	-3	0%	1%
COc1ccc(-n2nc(C(=O)Nc3ccc(C(C)=O)cc3)nc2-c2ccccc2)cc1	?	-22%	11%	-4%	6%	-4%	-1	-15%	-4%
O=C1CCC(=O)N1c1ccc(S(=O)(=O)Nc2cccc([N+](=O)[O-])c2)cc1	-18%	-13%	5%	-4%	-6%	1%	0	6%	-4%
CCOC(=O)N1CCc2c(sc3c2c(=O)n(CCc2ccccc2)c(=O)n3CC(=O)Nc2ccccc2C)C1	-21%	13%	-12%	-3%	18%	5%	-16	-6%	0%
CCOC(=O)[C@@H]1[C@H]2COc3ccc(Br)cc3[C@H]2N2C(=O)N(c3ccc(C)cc3)C(=O)[C@]12C	-12%	-7%	4%	-5%	16%	1%	0	-7%	2%
Cc1ccc(O)c(/C=N/NC(=O)COc2ccc3c(C)cc(=O)oc3c2)c1	?	?	13%	-1%	5%	?	-1	?	8%
CCCCC(CC)C(=O)Nc1cc(C(=O)NCCC)ccc1N1CCC2(CC1)CC(c1cccc(Br)c1)=NO2 (stereo not given)	-12%	0%	15%	-5%	9%[57.1 µM]	1%	0	-4%	-4%[57.1 µM]
O=C(NCc1ccc2c(c1)OCO2)c1cnc2ccccn2c1=O	-9%	-12%	2%	-1%	2%	-4%	4	-3%	2%
CC(=O)N1CCN(c2ccc(NC(=O)c3cc(Cl)ccc3Cl)cc2)CC1	-16%	-8%	2%	-1%	14%	0%	-1	-14%	6%
Cc1ccc(-c2cc(C(=O)Nc3cc(C)ccc3O)no2)cc1	-22%	-13%	0%	2%	38%[activator]	14%	3	0%	8%
COc1ccc(/C=C/C(=O)c2ccccc2)cc1Cn1nnc2ccccc21	-14%	-37%	8%	-9%	-27%	-24%	-3	?	-15%
COc1nc(N/N=C/c2ccccc2F)nc(N2CCCCC2)n1	-3%	-10%	-6%	2%	10%	-8%	-9	-1%	1%
COc1cc(C2c3cc4c(cc3OC(Nc3ccc(C(=O)O)cc3)C2C)OCO4)cc(OC)c1OC (stereo not given)	-4%	-20%	-3%	-3%	-16%	0%	-7	?	-13%
CCC1Sc2ccc(S(=O)(=O)CCC(=O)NC3CCCCCC3)cc2NC1=O (stereo not given)	-6%	5%	-5%	-7%	14%	-6%	-5	1%	2%
CCCCC(=O)Nc1ccc(C(=O)NCC(=O)OC)cc1	-11%	-21%	15%	4%	17%	-6%	-3	-1%	3%
COc1ccc(N(C(=O)c2ccc(Cl)cc2)S(=O)(=O)c2ccc(C)cc2)cc1	1%	0%	-12%	-2%	18%	2%	-4	-27%	-3%
CCOc1ccc(C(=O)NCC(c2cccs2)N2CCOCC2)cc1 (stereo not given)	-9%	5%	-9%	-2%	24%	1%	-3	-2%	0%
O=C(NCCCN1CCCC1=O)c1cccs1	-20%	-52%	3%	-2%	-5%	-2%	-3	3%	-2%
COc1ccc(OCC(=O)N/N=C(\C)c2cc3ccccc3o2)cc1	-16%	-6%	-6%	0%	18%	0%	-8	-6%	15%

Copied from the listing (6 entries):
SMILES	USP1 inh	RGS4 inhibitor	mIDH1 inhibitor	Glioma ERSR ind	TrxR1 inh	Vif-APOBEC3F blk	LDHA inh	Vif-APOBEC3G blk	TrxR1 substrate
COc1ccc(CN(C)CCCn2ccc(NC(=O)OCc3ccccc3)nc2=O)cc1OC	-21%	.	-6%	-1%	.	-1%	-2	3%	.
COc1cc2[nH]c(=O)n(Cc3ccc(C(=O)NC4CCN(Cc5ccccc5)CC4)cc3)c(=O)c2cc1OC	-2%	21%	-8%	-3%	12%	-9%	-7	1%	-2%
COC(=O)CC1C(=O)NCCN1C(=S)NC(=O)c1sc2ccccc2c1Cl (stereo not given)	-10%	13%[11.4 µM]	3%	5%	?	-12%	-3	0%	1%
COc1ccc(-n2nc(C(=O)Nc3ccc(C(C)=O)cc3)nc2-c2ccccc2)cc1	?	-22%	11%	-4%	6%	-4%	-1	-15%	-4%
O=C1CCC(=O)N1c1ccc(S(=O)(=O)Nc2cccc([N+](=O)[O-])c2)cc1	-18%	-13%	5%	-4%	-6%	1%	0	6%	-4%
CCOC(=O)N1CCc2c(sc3c2c(=O)n(CCc2ccccc2)c(=O)n3CC(=O)Nc2ccccc2C)C1	-21%	13%	-12%	-3%	18%	5%	-16	-6%	0%

Additional compounds
SMILES	USP1 inh	RGS4 inhibitor	mIDH1 inhibitor	Glioma ERSR ind	TrxR1 inh	Vif-APOBEC3F blk	LDHA inh	Vif-APOBEC3G blk	TrxR1 substrate
COc1ccc2c(c1)c1c(c(=O)n(-c3cccc(Cl)c3)c(=O)n1C)n2C	-24%	12%	-1%	-1%	14%	-3%	-1	-3%	4%
O=C(Nc1ccc([N+](=O)[O-])cc1)N1CCN(C(=O)C2CCCO2)CC1 (stereo not given)	-6%	9%	-6%	-3%	-14%	1%	-3	0%	-17%
CSc1ccccc1NC(=O)c1ccc(Cl)s1	-9%	0%	13%	4%	13%[57.1 µM]	-11%	-2	-1%	4%[57.1 µM]
CCc1cccc(C)c1NC(=O)C(CC)Sc1nncn2c1cc1occc12 (stereo not given)	-3%	-21%	-1%	-4%	-7%	0%	0	2%	-1%
Cn1cc(-c2ccccc2)cc(C#N)c1=O	2%	3%	-11%	-2%	-15%	1%	-1	-8%	120%[activator]
CCN(CC)c1ccc(/C=N/NC(=O)c2c(Cl)c(C)nn2C)cc1	-7%	16%	4%	2%	10%	1%	0	-16%	12%
Cc1ccc(NC2CCCN(C(=O)c3cn4cccc(C)c4n3)C2)cc1C (stereo not given)	-2%	2%	5%	-4%	-9%	1%	10	-2%	-6%
O=C(Cn1nnc(-c2ccccc2)n1)OCc1csc(-c2ccccc2)n1	-21%	-35%	2%	1%	13%	.	-4	-7%	4%
CC1(C)CC(=O)C2=C(C1)OC(N)=C(C#N)C21CCC2(CC1)OCCO2	5%	-1%	-1%	-5%	8.9µM*	-2%	3	-1%	15%
CCOC(=O)c1c(N)sc(=S)c2c1CCC2	-11%	-18%	-1%	-5%	71µM*	9%	1	0%	-14%
COc1ccc(CCN2C(=O)CC(Sc3ncccc3C(=O)O)C2=O)cc1OC (stereo not given)	-21%	-26%	9%	-3%	?	1%	3	2%	-1%

Some of these compounds in order of number of heavy atoms, descending.
SMILES	USP1 inh	RGS4 inhibitor	mIDH1 inhibitor	Glioma ERSR ind	TrxR1 inh	Vif-APOBEC3F blk	LDHA inh	Vif-APOBEC3G blk	TrxR1 substrate
CCOC(=O)[C@@H]1[C@H]2COc3ccc(Br)cc3[C@H]2N2C(=O)N(c3ccc(C)cc3)C(=O)[C@]12C	-12%	-7%	4%	-5%	16%	1%	0	-7%	2%
Cc1ccc(NC2CCCN(C(=O)c3cn4cccc(C)c4n3)C2)cc1C (stereo not given)	-2%	2%	5%	-4%	-9%	1%	10	-2%	-6%
COc1ccc2c(c1)c1c(c(=O)n(-c3cccc(Cl)c3)c(=O)n1C)n2C	-24%	12%	-1%	-1%	14%	-3%	-1	-3%	4%

The list is partial; the hit share may differ from the screen's.
